# SENP7 block = blocks the human protease SENP7; recombinant SENP7, Z-RLRGG-aminoluciferin luminescence, 40 min; AID 434973; inhibition, % at 5 µM; Q9BQF6; actives 1.5% (n = 330,000);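 active = inhibition above about 50% at the single test dose, limit read from the data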;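 note: plate controls were DMSO with enzyme for no effect and no enzyme buffer wells for full effect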
# Target sequence (Q9BQF6 706-1050 limits assumed): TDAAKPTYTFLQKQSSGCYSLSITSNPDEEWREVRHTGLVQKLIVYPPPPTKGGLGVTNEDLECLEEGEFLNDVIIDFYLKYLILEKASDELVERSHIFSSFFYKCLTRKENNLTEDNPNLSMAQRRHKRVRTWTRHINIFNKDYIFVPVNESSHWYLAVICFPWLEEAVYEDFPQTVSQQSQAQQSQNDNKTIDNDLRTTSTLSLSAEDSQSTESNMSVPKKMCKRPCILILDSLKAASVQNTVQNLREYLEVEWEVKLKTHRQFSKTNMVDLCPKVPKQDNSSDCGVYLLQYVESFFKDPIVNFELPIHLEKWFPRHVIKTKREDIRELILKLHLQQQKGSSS
# Gli-Sufu block = antagonists of Gli-Sufu signaling. Sufu-KO-LIGHT fibroblasts, Gli luciferase reporter luminescence. inhibition, % at 5 µM. actives 0.74% (n = 340,000);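 active = inhibition above about 55%, limit read from the data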;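 note: 0% = DMSO-treated cells and 100% = wells with medium but no cells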
# HKDC1 inh = HKDC1 (human) hexokinase inhibition | Q2TB90 | recombinant HKDC1, G6PDH/diaphorase resazurin coupled fluorescence | inhibition, % at 20 µM | actives 0.16% (n = 340,000) | AID 493160;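 active = inhibition above about 35% when tested at 20 µM, limit read from the data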;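 note: plate controls were DMSO wells with enzyme for no effect and DMSO wells lacking enzyme for full effect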
#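 Incubation: 90 min at room temperature in dark / Material: recombinant HKDC1 (HK5) hexokinase enzyme, produced in-house / Quantity: enzyme 5 µg/mL final / Compound: one dose of 20 µM, 1% DMSO / Reagent: glucose and ATP substrates / Buffer or medium: Tris pH 8.0 buffer with MgCl2, Tween-20, BSA, BME / Technique: resorufin fluorescence at 613 nm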
# UBC13 polyUb = inhibitors of human UBC13 polyubiquitin chain formation; TR-FRET; inhibition, % at 20 µM; actives 0.47% (n = 330,000); in the data active = inhibition above about 45%, passing the limit was not always enough
# Target sequence (P61088 whole entry, looked up): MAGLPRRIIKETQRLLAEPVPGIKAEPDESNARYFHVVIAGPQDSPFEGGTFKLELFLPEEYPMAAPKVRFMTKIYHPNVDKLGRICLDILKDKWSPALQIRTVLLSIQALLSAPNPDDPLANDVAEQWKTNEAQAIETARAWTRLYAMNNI
# 697 NFkB inh = inhibitors of the PMA/ionomycin-induced NF-kB reporter in 697 B cells | 697 B-cell NF-kB luciferase reporter, 16 h | actives 0.33% (n = 330,000) | inhibition, % at 4 µM; in the data active = inhibition above about 35%
# Apaf1 inhib = human Apaf-1 inhibition | reconstituted apoptosome caspase-3 activity, DEVD-Rh110 fluorescence | inhibition, % at 20 µM | actives 0.71% (n = 330,000); active = inhibition of at least 40% at 20 µM;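 note: plate controls were DMSO wells for no effect and DEVD-CHO caspase inhibitor wells for full effect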
#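 Material: cell-free apoptosome with Apaf-1, procaspase-3 and caspase-9; Buffer or medium: Hepes pH 7.5 with detergent and BSA; Reagent: cytochrome c trigger plus (Z-DEVD)2-Rh110 caspase-3 substrate; Times: compound with Apaf-1, dATP, procaspase-3 30 min, then 50 min reaction, room temperature; Technique: Rh110 fluorescence intensity.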
# Jurkat NFkB inh = lowers PMA/ionomycin-induced NF-kB signal in Jurkat cells; actives 0.53% (n = 330,000); AID 435003; inhibition, % at 4 µM; PMA/ionomycin-induced NF-kB luciferase reporter, luminescence
# SENP8 block = inhibitors of human SENP8 protease; Q96LD8; purified SENP8, Z-RLRGG-aminoluciferin cleavage, luminescence; inhibition, % at 10 µM; actives 1.2% (n = 330,000); AID 2540
# Target sequence (Q96LD8 whole entry, looked up): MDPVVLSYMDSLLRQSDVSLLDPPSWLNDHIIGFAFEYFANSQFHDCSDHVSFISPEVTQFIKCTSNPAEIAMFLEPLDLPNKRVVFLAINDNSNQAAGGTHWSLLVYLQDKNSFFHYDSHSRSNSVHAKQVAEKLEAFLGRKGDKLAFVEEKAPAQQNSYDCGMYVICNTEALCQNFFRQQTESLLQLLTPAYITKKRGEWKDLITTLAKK
# The depositor's hits bear a star; / = not tested or not shown. Cut-off read from the data, not from the text of the source, unless noted: active = inhibition above about 50%; inactive = the rest.
structure	SENP7 block	Gli-Sufu block	HKDC1 inh	UBC13 polyUb	697 NFkB inh	Apaf1 inhib	Jurkat NFkB inh	SENP8 block
O=C1ON=C(c2ccccc2)/C1=C/c1ccc(O)c(O)c1	-2.6	42.2	7.8	-69.1	-55.6	11.6	16.4	-11.8
COc1ccc(NC(=O)COC(=O)CCCc2c[nH]c3ccccc23)cc1OC	2.3	-1.4	-15.0	11.9	29.3	-7.0	-1.7	2.2
O=C(Nc1cccc(F)c1)c1ccc(S(=O)(=O)NCC2CCCO2)cc1 (centres undefined)	-2.0	4.0	11.4	1.0	11.5	-7.8	16.0	-4.5
Cc1cc(NC(=O)CCCn2nc([N+](=O)[O-])c(Cl)c2C)no1	3.4	6.7	-10.5	-3.8	6.6	-7.6	-12.0	6.9
CC(=O)N1CSCC1C(=O)NNS(=O)(=O)c1cccc(C(F)(F)F)c1 (centres undefined)	2.5	-2.8	-2.2	2.6	19.1	-9.7	5.0	-0.2
COc1ccc(N(CC(=O)Nc2ccc(S(=O)(=O)N3CCCC3)cc2)S(C)(=O)=O)cc1OC	-16.3	-9.7	-5.7	-27.2	12.2	8.1	-15.6	-3.5
COc1ccc(CCNS(=O)(=O)CCNC(=O)c2ccc3c(c2)OCO3)cc1OC	-1.5	-2.7	-12.0	6.9	17.6	-3.5	-2.3	-4.1
CC(C)CC1NC(=O)c2ccc(Cl)cc2-n2c1nc1ccc(Cl)cc1c2=O (centres undefined)	1.7	/	/	9.9	2.6	1.8	1.7	-3.7
O=C(CSc1nc2ccccc2[nH]1)NC1CCS(=O)(=O)C1 (centres undefined)	-3.0	-6.6	-6.6	3.3	16.0	-4.7	3.5	4.3
COc1cccc(=O)c2c(C)n(-c3ccc(C(=O)O)cc3)c(C)c12	-9.7	1.5	2.8	-2.0	19.1	6.8	1.4	2.7
C/C(=N\NC(=O)OC(C)(C)C)c1ccc[nH]1	24.2	/	3.3	0.6	-72.5	1.7	-106.5	12.7
O=[N+]([O-])c1ccc2c(c1)S(=O)c1ccccc1-2 (centres undefined)	14.3	2.4	0.0	-33.3	18.3	-8.8	-3.5	-5.5
CCC(C)Nc1nc2c(c(=O)[nH]c(=O)n2C)n1CCC(C)C (centres undefined)	-0.5	-16.9	2.8	-4.9	17.4	-4.3	7.2	-7.7
C=CCC1(CC=C)CCCN1C(=O)c1cc(COc2ccc(F)c(F)c2)on1	8.5	-16.6	-1.8	-10.5	-29.9	30.5	9.6	-10.3
CCN(CC(=O)NCc1cccs1)C(=O)c1ccc(S(=O)(=O)Nc2ccccc2Cl)cc1	-0.7	4.2	-5.7	11.5	16.3	-11.6	-6.4	5.8

# Single records (already shown):
# CC(C)CC1NC(=O)c2ccc(Cl)cc2-n2c1nc1ccc(Cl)cc1c2=O (centres undefined) is listed with SENP7 block = 1.7; Gli-Sufu block = /; HKDC1 inh = /; UBC13 polyUb = 9.9; 697 NFkB inh = 2.6; Apaf1 inhib = 1.8; Jurkat NFkB inh = 1.7; SENP8 block = -3.7
# O=[N+]([O-])c1ccc2c(c1)S(=O)c1ccccc1-2 (centres undefined) is listed with SENP7 block = 14.3; Gli-Sufu block = 2.4; HKDC1 inh = 0.0; UBC13 polyUb = -33.3; 697 NFkB inh = 18.3; Apaf1 inhib = -8.8; Jurkat NFkB inh = -3.5; SENP8 block = -5.5
# Cc1cc(NC(=O)CCCn2nc([N+](=O)[O-])c(Cl)c2C)no1 is listed with SENP7 block = 3.4; Gli-Sufu block = 6.7; HKDC1 inh = -10.5; UBC13 polyUb = -3.8; 697 NFkB inh = 6.6; Apaf1 inhib = -7.6; Jurkat NFkB inh = -12.0; SENP8 block = 6.9

# Copied from the listing, two compounds:
structure	SENP7 block	Gli-Sufu block	HKDC1 inh	UBC13 polyUb	697 NFkB inh	Apaf1 inhib	Jurkat NFkB inh	SENP8 block
C/C(=N\NC(=O)OC(C)(C)C)c1ccc[nH]1	24.2	/	3.3	0.6	-72.5	1.7	-106.5	12.7
O=[N+]([O-])c1ccc2c(c1)S(=O)c1ccccc1-2 (centres undefined)	14.3	2.4	0.0	-33.3	18.3	-8.8	-3.5	-5.5

# Next structures follow.
structure	SENP7 block	Gli-Sufu block	HKDC1 inh	UBC13 polyUb	697 NFkB inh	Apaf1 inhib	Jurkat NFkB inh	SENP8 block
CC1CCCN(C(=O)COC(=O)CNC(=O)c2ccc(Br)cc2)C1 (centres undefined)	4.2	-7.0	5.9	-0.7	19.9	0.1	1.0	-2.3
O=C(Cn1c(C(F)(F)F)nc2ccccc21)Nc1ccccc1C(=O)O	2.6	-2.5	-6.1	1.4	19.7	-3.3	-12.6	-3.2
CN(CC(=O)Nc1cccc(F)c1)CC(=O)Nc1cccc(S(=O)(=O)N2CCCCC2)c1	3.5	5.7	0.9	17.7	0.7	12.3	-1.8	4.4
COc1cc(S(=O)(=O)NCc2ccc(F)cc2)ccc1-n1cnnn1	-10.3	13.2	-5.1	2.9	-3.5	0.7	4.4	3.8
CCCNC(=O)C(Cc1ccccc1F)NC(=O)c1ccc(C#N)cc1 (centres undefined)	0.7	-7.6	-1.3	13.4	21.0	-3.1	12.6	1.0
Oc1c(C=Nc2cccc3nsnc23)ccc2ccccc12	49.9	8.4	29.1	-111.0	-16.0	95.8*	10.3	75.8*
CC1CCCN(C(=O)COC(=O)CSc2ccc(C(N)=O)cc2[N+](=O)[O-])C1 (centres undefined)	-4.0	5.8	-0.3	-0.9	22.8	-4.1	7.6	0.4
CCOc1ccc(-c2cccc(NC(=O)c3ccco3)c2)nn1	-7.5	-11.1	-1.6	-0.3	7.1	-0.4	-7.1	-8.9
COc1ccc(CC(C)N2CCN(c3ccccc3)CC2)cc1OC (centres undefined)	-12.9	/	3.8	1.9	-1.7	-3.3	3.7	-4.7
N#Cc1ccc(OCC(=O)Nc2nc(-c3cccnc3)cs2)cc1	-2.9	4.0	9.7	-5.9	8.7	-14.1	1.9	4.2
O=C(CSc1ccc([N+](=O)[O-])cc1)NCC1CCCCC1	-3.0	-1.0	11.5	-4.9	8.2	-6.7	7.1	0.9
CC(C)(CN1CCc2ccccc2C1)NS(=O)(=O)c1ccc(Cl)cc1	-4.4	11.8	0.2	1.3	8.0	8.3	-3.8	1.2
COc1ccccc1[C@H]1C(c2cccc(C)c2)=NN(c2ccccc2)[C@@H]1CO	-9.1	50.1	-3.0	/	-9.2	34.3	/	/
O=C(COC(=O)CCCOc1ccc(Cl)cc1Cl)Nc1cccc(Cl)c1	-6.1	-16.9	-0.7	-8.4	12.5	16.5	6.0	-20.0
C=CCSc1nc2sc3c(c2c(=O)[nH]1)CC(C)(CC)OC3 (centres undefined)	-4.1	-7.8	0.7	-11.5	2.2	14.4	-2.4	-13.0
Cc1cc(C)c(C)c(S(=O)(=O)NC(C)C(=O)O)c1C (centres undefined)	-7.3	9.3	-9.0	-8.1	-7.5	-13.4	-3.0	-6.2
COc1ccc(NC(=O)CC2C(=O)N(c3cccc(OC)c3)C(=O)N2C(C)C)cc1 (centres undefined)	-5.7	-12.9	-0.7	7.5	7.8	-1.0	8.0	-0.5
Cc1cccc2cc(CN(Cc3ccc(F)cc3)C(=O)N3CCOCC3)c(=O)[nH]c12	2.6	2.0	7.7	0.9	18.2	-7.1	-1.7	0.3
COc1ccc(Cl)cc1C(=O)Nc1ccc(NC(C)=O)cc1	-5.4	6.8	-12.8	0.4	3.0	-1.4	-4.7	1.3
O=C(CSC1=NCCS1)Nc1nc2c(s1)CCCC2	3.3	-38.3	6.0	-1.7	-26.0	-4.0	-47.6	-1.4
Cc1cc(C)c(S(=O)(=O)N2CCN(C(=O)c3cc4ccccc4o3)CC2)c(C)c1	-9.0	-17.6	0.8	-6.8	-2.2	20.7	-6.5	-6.6
CN(C)CCOC(=O)/C(=C/c1cn(C)c2ccccc12)NC(=O)c1ccccc1	7.0	0.3	-1.9	-4.0	-3.0	-3.8	-5.7	2.3
Cc1ccc2c(c1)COc1c3ccc(C(=O)N4CCOCC4)cc3nn1-2	69.3*	-81.0	-3.4	-1.2	-79.9	-5.3	-57.7	42.5
ClC1(Cl)CC1CSc1nnc(-c2ccncc2)o1 (centres undefined)	1.4	-54.9	2.1	5.0	-8.8	1.9	-13.4	0.7
O=C(CC1CCCCC1)NCc1cn2ccsc2n1	1.5	-0.3	1.6	0.2	-1.3	1.3	-4.8	-4.4
O=C(COc1ccc2c3c(c(=O)oc2c1)CCC3)NCc1ccncc1	-4.4	-3.2	0.0	-1.0	9.6	0.6	2.0	-7.0
Cc1cccc(N2CC(C(=O)Nc3ccc(S(=O)(=O)N4CCOCC4)cc3)CC2=O)c1 (centres undefined)	2.3	-1.6	9.8	-2.4	12.2	0.2	21.3	1.1
CC(C)Oc1ccc(/C(O)=C2/C(=O)C(=O)N(Cc3cccnc3)C2c2ccco2)cc1 (centres undefined)	-4.8	-10.6	4.8	-15.9	-18.0	3.0	-10.1	-5.7
COc1ccc(C2=NOC(Cn3nc(C(=O)NCc4ccco4)cc3-c3ccccc3)C2)cc1 (centres undefined)	-1.1	11.8	0.0	3.8	6.7	12.0	1.3	-6.5
c1ccc(OCCn2cnc3ccccc32)cc1	-2.4	-9.1	-8.1	8.9	9.1	-11.0	6.7	0.7
COc1cccc(OC)c1C(=O)Nc1nc(-c2ccccc2)cs1	2.7	-2.6	-0.1	-18.8	-1.3	12.7	-8.1	-1.5
CCCN1CCN(C(=S)NCc2ccc(Cl)cc2)CC1	3.3	12.0	-3.9	3.0	24.1	-12.4	5.5	7.7
C/C(=N\N1C(=O)CSC1=S)c1ccc(Br)cc1	-11.3	-1.7	1.1	-3.0	3.8	3.3	4.4	-10.8
COc1ccc(NC(=O)Nc2ccc3c(c2)C(=O)N([C@@H](C)CO)C[C@@H](C)[C@@H](CN(C)S(=O)(=O)c2cn(C)cn2)O3)cc1	1.9	4.6	4.0	-5.0	-0.2	3.4	-6.8	-12.3
CCCCCCCNC(=O)C1(CC2CC(c3cccc(Br)c3)=NO2)CCNCC1 (centres undefined)	3.6	8.7	0.0	95.7*	-21.7	46.2*	16.5	-19.0
COc1ccc(C2C3=C(CCCC3=O)Nc3nc(C(F)(F)F)nn32)cc1OC (centres undefined)	0.8	0.0	-9.2	2.4	-42.8	1.1	-26.9	6.3
CCCn1c(=O)n(C)c(=O)c2c(SCC(=O)Nc3cc(C)on3)nc(C(C)(C)C)nc21	5.3	-1.5	-4.1	7.6	-0.2	-0.1	8.7	0.3
CC1C(c2ccccc2)N(C)CCC12NC(=O)NC2=O (centres undefined)	-7.7	6.7	-4.0	-3.5	-5.7	-3.8	-14.2	-10.7
Cc1ccc(N=Nc2ccc(O)c(P(=O)(c3ccccc3)c3ccccc3)c2)cc1	-7.6	4.4	6.3	-109.6	-2.1	21.2	2.7	-3.3
COC(=O)c1cc(C)sc1NC(=S)N1CCN(CCc2ccccc2)CC1	-4.6	-2.6	-1.9	23.1	-2.2	7.2	-12.1	-7.2
Cc1ccc(NC2CC(=O)N(Cc3ccccc3)C2=O)cc1 (centres undefined)	-1.3	4.6	11.8	11.0	8.8	-8.4	5.0	-0.7
O=C(/C=C/c1ccc2ccccc2n1)N1CCN(S(=O)(=O)c2ccccc2F)CC1	5.9	18.1	-1.3	1.4	15.4	-9.4	11.4	-4.3
CC(C)N1CCC(N2CCN(Cc3cnc(-c4ccccc4)s3)CC2CCO)CC1 (centres undefined)	1.2	8.4	-4.1	-2.5	4.4	-5.5	-6.2	0.1
COc1cc(OC)c2ccc(=O)oc2c1	-1.8	-3.9	1.1	10.9	8.1	1.6	-0.4	-3.7
COc1ccccc1OCCNc1ccc(S(=O)(=O)N2CCCC2)cn1	0.6	0.2	-3.1	0.4	5.5	6.3	-4.3	-6.6
CCC(C)(C)n1nnnc1C(c1ccc(C)cc1)N1CCSCC1 (centres undefined)	1.5	-2.9	-8.9	4.9	18.8	0.0	18.3	3.0
O=C(NCc1ccccc1)C(=O)Nc1nc(-c2ccccc2)cs1	5.5	2.2	-3.8	-11.6	-1.5	3.8	-12.1	-8.1
